Screening results deposited in PubChem by Sanford-Burnham Center for Chemical Genomics.
EBI2 antag: antagonists of human EBI2 receptor; P32249; EBI2 beta-arrestin recruitment, luminescence, 7a,25-OHC stimulated; inhibition, % at 5 µM; 360,000 compounds, 0.81% hits; in the data active means inhibition above about 38%;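 further: enzyme fragment complementation signal reports receptor beta-arrestin coupling in cells; 0% = agonist plus DMSO wells and 100% = wells without agonist; some results beyond the cut were filed as inactive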
Target sequence (P32249 whole entry, looked up, the tested form may be a part): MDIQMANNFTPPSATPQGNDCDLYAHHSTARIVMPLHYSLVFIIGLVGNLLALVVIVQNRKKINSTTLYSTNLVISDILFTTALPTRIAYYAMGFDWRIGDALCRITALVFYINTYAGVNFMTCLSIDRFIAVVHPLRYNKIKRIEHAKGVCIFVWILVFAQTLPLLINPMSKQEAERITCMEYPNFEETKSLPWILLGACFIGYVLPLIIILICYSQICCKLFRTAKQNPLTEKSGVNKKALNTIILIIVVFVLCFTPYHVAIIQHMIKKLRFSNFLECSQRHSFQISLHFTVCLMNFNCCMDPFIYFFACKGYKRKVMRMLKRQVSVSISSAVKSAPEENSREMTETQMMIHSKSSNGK
Apaf1 inhib: inhibitors of human Apaf-1 apoptosome; O14727; reconstituted apoptosome caspase-3 activity, DEVD-Rh110 fluorescence; inhibition, % at 20 µM; 330,000 compounds, 0.71% hits; AID 489030; active means inhibition of at least 40% at 20 µM;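 further: plate controls were DMSO wells for no effect and DEVD-CHO caspase inhibitor wells for full effect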
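System: Apoptosome proteins | Medium: Hepes pH 7.5 with detergent and BSA | Also added: Cytochrome c trigger plus (Z-DEVD)2-Rh110 caspase-3 substrate | Incubation: 30 min compound preincubation, 50 min activation, room temperature | Detection: Rhodamine 110 fluorescence at Ex 480/Em 540 nm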
CCR6 antagonist: CCR6 (human) receptor antagonism; AID 493098; 340,000 compounds, 0.49% hits; P51684; inhibition, % at 20 µM; CHO-K1 CCR6 PathHunter beta-arrestin, luminescence, CCL20-stimulated;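 active means compounds whose inhibition of the agonist-driven luminescence signal at 20 µM reaches about 50%, limit read from the data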;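 further: cells stimulated with CCL20 at 14 nM final; plate controls were DMSO with CCL20 for no effect and DMSO without agonist for full effect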
Target sequence (P51684 whole entry, looked up): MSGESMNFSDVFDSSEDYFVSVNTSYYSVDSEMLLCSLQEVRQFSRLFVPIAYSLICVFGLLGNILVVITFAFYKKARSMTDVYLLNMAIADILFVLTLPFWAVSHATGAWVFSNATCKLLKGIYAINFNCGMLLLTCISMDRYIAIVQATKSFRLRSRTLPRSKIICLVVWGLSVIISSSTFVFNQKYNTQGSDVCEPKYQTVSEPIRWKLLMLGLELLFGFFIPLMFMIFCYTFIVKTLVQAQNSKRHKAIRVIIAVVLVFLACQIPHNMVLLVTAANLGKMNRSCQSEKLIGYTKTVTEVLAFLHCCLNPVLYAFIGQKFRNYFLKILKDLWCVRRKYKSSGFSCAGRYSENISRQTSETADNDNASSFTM
Jurkat NFkB inh: lowers PMA/ionomycin-induced NF-kB signal in Jurkat cells | inhibition, % at 4 µM | 330,000 compounds, 0.53% hits | AID 435003 | PMA/ionomycin-induced NF-kB luciferase reporter, luminescence
SENP8 block: blocks the human protease SENP8; Q96LD8; purified SENP8, Z-RLRGG-aminoluciferin cleavage, luminescence; inhibition, % at 10 µM; 330,000 compounds, 1.2% hits
Target sequence (Q96LD8 whole entry, looked up): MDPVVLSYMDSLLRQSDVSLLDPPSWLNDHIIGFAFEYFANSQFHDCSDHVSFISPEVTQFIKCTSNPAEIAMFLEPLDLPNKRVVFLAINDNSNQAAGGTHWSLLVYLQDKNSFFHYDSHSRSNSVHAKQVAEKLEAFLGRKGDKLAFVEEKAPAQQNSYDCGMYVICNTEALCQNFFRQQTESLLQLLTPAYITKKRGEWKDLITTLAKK
Gli-Sufu block: Gli-Sufu pathway antagonism | inhibition, % at 5 µM | 340,000 compounds, 0.74% hits | Sufu-KO-LIGHT fibroblasts, Gli luciferase reporter luminescence | AID 588413;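 active means inhibition above about 55%, limit read from the data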;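 further: 0% = DMSO-treated cells and 100% = wells with medium but no cells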
697 NFkB inh: inhibitors of the PMA/ionomycin-induced NF-kB reporter in 697 B cells; 330,000 compounds, 0.33% hits; 697 B-cell NF-kB luciferase reporter, 16 h; inhibition, % at 4 µM; in the data active means inhibition above about 35%
UBC13 polyUb: blocks human UBC13 polyubiquitin chain formation; AID 485273; 330,000 compounds, 0.47% hits; P61088; TR-FRET; inhibition, % at 20 µM; in the data active means inhibition above about 45%, passing the limit was not always enough
* marks the source's active call; other numbers are inactive results; · = no result given. Unless noted, no stated cut-off is given here; in the data, active means inhibition above about 50%; inactive means the rest.

SMILES	EBI2 antag	Apaf1 inhib	CCR6 antagonist	Jurkat NFkB inh	SENP8 block	Gli-Sufu block	697 NFkB inh	UBC13 polyUb
O=S(=O)(c1ccc(N2CCCC2c2nc3ccccc3s2)nc1)N1CCOCC1 (stereo not drawn)	1	11	19	14	3	7	10	7
O=c1c2[nH]c3ccc(F)cc3c2ncn1CCCn1ccnc1	1	7	0	-11	0	3	20	1
Cc1cc(=O)[nH]c(N/N=C/c2ccc(-c3ccc(F)cc3)o2)n1	1	7	16	-6	-6	-23	-15	-25
Cc1ccccc1C(=O)NNC1CC(=O)N(c2ccc3c(c2)OCCO3)C1=O (stereo not drawn)	-1	1	4	-13	2	1	2	-8
CC(C)Oc1ccc(C(=O)Nc2cc(S(=O)(=O)N3CCOCC3)ccc2N2CCOCC2)cc1	3	15	3	35	3	3	-7	2
O=C(O)CN1CCc2ccccc2C1	3	10	-1	-5	-8	3	5	-2
COC(=O)[C@]1(C)N[C@H](c2ccc(SC3CCCCC3)c(OC)c2)[C@@H]2C(=O)N(C)C(=O)[C@@H]21	-7	8	7	8	11	-7	-10	-1
Clc1ccc(C(CCN2CCCC2)Cc2ccccc2)cc1 (stereo not drawn)	2	-1	17	3	5	-2	1	12
O=S(=O)(c1ccc(N2CCN(c3ccc(F)cc3)CC2)cc1)N1CCCC1	0	-5	11	-3	1	7	-3	-14
CCn1c(SCC(=O)NC2CCCCC2)nnc1-c1ccccn1	-17	2	-4	7	7	4	13	3
COc1ccc(N2C(=O)CC(C3CCCO3)C2=O)cc1 (stereo not drawn)	-20	-4	2	2	2	1	18	-4
Cc1ccc(C(=O)N2CCC(C(=O)NC3CCCCCC3)CC2)cc1	10	9	12	-12	4	-29	-5	-3
Clc1ccc(Nc2ncnc3ccc(Br)cc23)cc1	-2	8	12	16	-7	6	-42	37
O=C(NCc1ccco1)C1(c2ccc(Br)cc2)CCCC1	-3	1	3	6	-1	5	22	-4
COc1ccc(N(C)C(=S)Nc2ccc3nc(C)c(C)nc3c2)cc1	6	-2	11	8	-6	-2	9	-8
CCC1(C)Cc2c(sc3c2c2ncnn2c2nnc(SCC(=O)NCc4ccco4)n32)CO1 (stereo not drawn)	5	-10	-2	-3	-1	3	6	-6
COCCSc1ccccc1C(=O)N1CCCC(C)C1 (stereo not drawn)	-1	-4	-6	6	-2	-3	30	10
COc1ccc(N2C(=O)CSC2c2ccc([N+](=O)[O-])cc2)cc1 (stereo not drawn)	8	10	5	2	-11	10	0	-5
COc1ccc(/C=C\C(=O)NCc2ccc3c(c2)cc(C)n3C)cc1OC	9	18	18	-7	-11	8	-9	-14
COc1cc(Nc2c3ccccc3nc3ccccc23)cc(OC)c1OC	11	19	21	36	-13	61*	-13	-108
COc1ccc2oc(C(=O)OCC(=O)Nc3cc(S(=O)(=O)N4CCOCC4)ccc3OC)c(C)c2c1	13	13	1	-19	-11	-7	-16	10
O=C(c1ccc(S(=O)(=O)N2CCOCC2)cc1)N(c1ccccn1)C1CCCCC1	2	-8	16	2	-3	5	9	2
CC1CCN(c2ccc3nnc(CCC(=O)NCc4ccco4)n3n2)CC1	-1	-12	-3	-1	2	8	18	2
O=c1c2ccccc2nnn1CSc1ccccc1F	0	-1	10	-108	61*	-100	-167	7
COC(=O)c1c(NC(=O)COC(=O)[C@@H](NS(=O)(=O)c2ccc(C)cc2)C(C)C)sc2c1CCC2	17	16	15	-31	2	12	19	3

Going on with the list.
SMILES	EBI2 antag	Apaf1 inhib	CCR6 antagonist	Jurkat NFkB inh	SENP8 block	Gli-Sufu block	697 NFkB inh	UBC13 polyUb
COc1ccc(-c2nc(C)ncc2-c2ccccc2)c(O)c1	27	19	12	-10	-12	8	-10	-2
Cc1c(C(=O)O)cccc1[N+](=O)[O-]	-6	2	-5	-7	-11	12	-11	-6
O=C1CN(C(=O)/C=C/c2ccccc2F)c2ccccc2N1	6	15	6	-14	-4	-11	-2	-8
O=C(CCC1CCCC1)NCCS(=O)(=O)N1CCN(c2ccccc2F)CC1	10	11	13	-4	17	-2	15	5
CCN1CCC2(CC1)Oc1c(OC)cccc1C1CC(c3cccnc3)=NN12 (stereo not drawn)	-1	-16	2	-25	-5	17	-1	-1
Cc1ccc(C)c(NC(=O)CSc2nnc([C@@H]3CCCN3C(=O)OC(C)(C)C)o2)c1	6	16	35	-1	-2	-5	-40	-4
O=C(Cn1nnc(-c2cc(C(F)(F)F)cc(C(F)(F)F)c2)n1)NNC(=S)Nc1ccc(Cl)cc1	-11	8	23	13	4	21	-3	-28
C/C(=N\NC(=O)c1cccc(S(=O)(=O)N2CCOCC2)c1)c1ccco1	-5	-12	-10	-8	4	1	0	0
CC(C)(C)NC(=O)C1CCN(S(=O)(=O)c2cccc3nsnc23)CC1	-5	-12	4	2	6	3	9	-6
CCOC(=O)/C(C#N)=C\c1cccnc1	-4	-10	-4	4	2	-1	23	7
O=C(Nc1cccc(F)c1)C1CCN(C(=O)c2ccc(Br)cc2)CC1	45*	-1	17	-9	1	9	-6	14
O=C(Cn1c(=O)oc2ccccc21)NCCc1ccccc1Cl	-1	-11	-1	4	1	-1	20	-9
CN(Cc1cnn(C)c1)Cc1nc(Cc2ccccc2Cl)no1	-5	-5	5	13	0	0	9	5
COc1ccc(S(=O)(=O)N(C)CC(=O)N2CCOCC2)cc1Cl	2	-6	18	14	2	-8	15	0
Cc1ccccc1OCc1nc2ccccc2n1C	-8	0	18	-114	79*	-73	-187	4
COc1ccc(C2(C)NC(=O)N(CC(=O)N3CCc4ccccc43)C2=O)cc1OC (stereo not drawn)	15	-11	3	8	-3	-3	27	-9
CCOC(=O)C1CCN(S(=O)(=O)c2ccc(-n3cnnn3)c(C)c2)CC1	1	-17	-1	8	1	-3	15	40
O=C(NCCCc1ccncc1)C1CCC(=O)N(Cc2ccc(Cl)cc2)C1 (stereo not drawn)	-11	0	13	-2	-3	2	-14	-7
Cc1ccc(NC(=O)CCS(=O)(=O)c2ccccc2)cc1S(=O)(=O)N1CCCCCC1	-14	0	14	7	-4	6	-12	1
CCc1ccc(Nc2cc(C(=O)NCCCN3CCOCC3)c3ccccc3n2)cc1	1	26	4	2	-2	16	-28	36
C[C@H](NC(=O)c1cc2cc(Cl)ccc2n1C)C(=O)N[C@@H](C(=O)O)c1ccccc1	1	2	8	0	-7	-20	8	-2
COc1cc(C(O)P(=O)(OC(C)C)c2ccc(N(C)C)cc2)cc(OC)c1OC (stereo not drawn)	-2	0	4	5	-4	5	12	7
CN1C(=O)[C@H]2[C@@H](/C=C/c3ccccc3)N3C(=O)CN(Cc4ccccn4)C(=O)[C@@]3(C)[C@H]2C1=O	-6	-1	-3	-4	-7	-3	23	-8
COCCn1c(C)cc(C(=O)CSc2n[nH]c(N)n2)c1C	-1	-4	-5	-1	-9	-4	3	2
CCc1nc(SCC(=O)O)c(C#N)c2c1CCCC2	-15	4	-7	-9	5	-3	-34	18

More structures follow:
SMILES	EBI2 antag	Apaf1 inhib	CCR6 antagonist	Jurkat NFkB inh	SENP8 block	Gli-Sufu block	697 NFkB inh	UBC13 polyUb
CC(C)(Oc1ccc(Cl)cc1)C(=O)OCC(=O)Nc1ncc(Cl)cc1Cl	-6	12	-2	7	3	-3	16	-3
N#CCC(=O)NC(=O)NCC1CC1	-4	4	-7	22	0	-9	5	-2
N#Cc1c(N)nc(SCc2ccccc2)c(C#N)c1-c1ccco1	19	21	12	3	-18	32	-6	9
CN1C(=O)CC(Sc2ccccc2C(=O)O)C1=O (stereo not drawn)	-2	-3	1	-17	0	2	-15	1
CC(=O)c1cc(NC(=O)c2ccc([N+](=O)[O-])cc2)c(=O)oc1C	-6	7	4	-1	-10	2	-18	-10
O=C1CC(/C=C/c2ccccc2)=Nc2ccccc2N1	-3	9	17	-68	47	-9	-76	-2
Cc1cccc(-c2nc3c(c(SCC(N)=O)n2)CCCC3)c1	-10	8	8	-6	-11	-1	21	-3
CC1CCN(C(=O)CCCOc2cc(=O)n(C)c3ccccc23)CC1	-3	-1	0	8	1	11	38*	4
CC1CN(C(=O)N[C@@H](Cc2ccccc2)C(=O)O)CC(C)O1 (stereo partly drawn)	1	-9	9	21	8	-2	11	1
O=C(CCn1nnc2ccccc21)Nc1nnc(-c2ccccc2F)s1	-4	-6	0	-7	-1	-10	6	2
COc1cc(OC)cc(-c2nc(-c3ccc(Br)cc3)no2)c1	3	-2	14	-33	-13	-36	-28	-4
CCOC(=O)c1ccc(NC(=O)c2n[nH]c(=O)c3ccccc23)cc1	-7	-24	2	-29	-23	-26	5	12
O=C(c1cnn(-c2ccccc2)c1)c1ccccc1O	11	10	14	-128	81*	-15	-126	5
CC(=O)N(C)c1ccc(NC(=O)Nc2cccc3ccccc23)cc1	-1	2	-3	-66	-3	-27	-43	-6
CC(C)N(C(=O)C1CC(=O)OC12CCCCC2)C(C)C (stereo not drawn)	0	-4	33	12	1	0	17	6
Cc1cnn(C(=O)Cn2nc(C(F)F)c(Br)c2C)c1	-2	-5	8	16	-8	-3	13	-1
COc1ccc(C23CC4CC(CC(C4)C2)C3)cc1C(=O)NCCN(C)C	-3	22	23	-14	2	25	6	30
CCC(Sc1nnnn1-c1ccccc1)C(=O)NC(C)c1ccccc1 (stereo not drawn)	7	-7	4	-6	2	-3	17	10
O=C(O)c1cc(=O)c2cc(Cl)ccc2o1	-4	-2	13	17	5	1	-7	4
Cc1ccc(/C=C2\SC(=S)N(CCCC(=O)NC3CCCC3)C2=O)cc1	-6	2	16	19	-19	16	85*	-2
COc1cc2c(cc1NC(=O)COC(=O)[C@@H](NC(=O)c1ccccc1F)C(C)C)oc1ccccc12	27	20	8	-104	-11	-25	-82	0
COCCN1C(=O)N[C@@H](c2ccc(Br)cc2)C(C(=O)OC)=C1C	·	-5	·	4	1	·	3	12
Cc1ccc(S(=O)(=O)N2CCOCC2)cc1NC(=O)COc1cccc(Oc2ccccc2)c1	-1	11	19	9	-8	4	0	-5
COC(=O)c1c(N2C(=O)[C@H]3[C@@H](C2=O)[C@]2(C(=O)Nc4c(C)cccc42)N2CCC[C@@H]32)sc(C)c1C	-3	23	13	3	-9	5	24	-5
CCc1[nH]nc(C(=O)N2CCCC(C(=O)c3cccc(OC(C)C)c3)C2)c1C (stereo not drawn)	2	10	10	1	-14	17	1	-1

Given with bars between the fields: entries from further up.
structure | EBI2 antag | Apaf1 inhib | CCR6 antagonist | Jurkat NFkB inh | SENP8 block | Gli-Sufu block | 697 NFkB inh | UBC13 polyUb
O=C1CC(/C=C/c2ccccc2)=Nc2ccccc2N1 | -3 | 9 | 17 | -68 | 47 | -9 | -76 | -2
Cc1ccc(S(=O)(=O)N2CCOCC2)cc1NC(=O)COc1cccc(Oc2ccccc2)c1 | -1 | 11 | 19 | 9 | -8 | 4 | 0 | -5
N#CCC(=O)NC(=O)NCC1CC1 | -4 | 4 | -7 | 22 | 0 | -9 | 5 | -2

Next compounds follow:
SMILES	EBI2 antag	Apaf1 inhib	CCR6 antagonist	Jurkat NFkB inh	SENP8 block	Gli-Sufu block	697 NFkB inh	UBC13 polyUb
O=C(NC(=S)Nc1cccc2ncccc12)c1cccs1	-3	5	22	-11	4	-2	-52	2
CCOC(=O)c1c(C)[nH]sc1=S	-8	-1	8	-6	1	-12	-17	-48
CCOc1ccc(S(=O)(=O)n2cnc3cc(C)c(C)cc32)cc1	-11	4	0	13	-17	36	-3	-2
Cc1cc(C(=O)CSc2nc3ccccc3n2CCC#N)c(C)n1Cc1cccs1	9	4	17	13	-2	-5	16	2
CCN(C(=O)c1cccnc1)c1ccccc1	-4	3	-4	-5	3	-8	-25	-4
CC(=O)Nc1ccc(S(=O)(=O)NNC(=O)COc2cccc(C)c2)cc1	5	7	-31	-13	-3	-6	-18	-3
CC(=O)c1c(C)[nH]c(C(=O)OCC(=O)Nc2cc(C(F)(F)F)ccc2N2CCOCC2)c1C	-4	16	-1	13	-11	0	-2	-3

This is a subset. The share of hits here may be higher or lower than overall.
